From PubChem BioAssay
MT stabilizer – microtubule stabilization, imaging screen | HeLa tubulin immunostaining HCS, 24 h; share of cells brighter than vehicle mean+2SD | % tubulin-high responders, % at 10 µM | hit rate 0.83% among 200,000;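 active = plate Z-score above 3 for both tubulin-high and condensed-nucleus cell shares, with cell loss under 80%, at 10 µM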;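 note: anti alpha tubulin signal scored within the nucleus-defined area of each cell; some results filed as inactive read as strong as hits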
Dynein transport – blocks dynein driven cargo transport along microtubules; hit rate 0.47% among 220,000; 3617.4 mouse cells, GR-EGFP nuclear translocation imaging; test concentration mostly 20 µM; stimulated with dexamethasone, 1 µM; active compounds read low; z-score, hits read low;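 active = plate z-score of nuclear minus cytoplasmic receptor signal below a set negative limit, without overly bright fluorescence or cell loss, cut at about -3.5 in these data, passing the limit was not always enough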;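 note: z-score of nuclear minus cytoplasmic ring GR-EGFP intensity difference per well; some compounds called inactive have numbers as strong as hits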
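Buffer or medium – tet-free medium with charcoal-stripped serum · Signal – automated 10x imaging of fixed Hoechst-stained cells · Also added – dexamethasone agonist, 1.0 µM final, for 30 min · Incubation – induction 48 h, compound 1 h, agonist 30 min · Read-out – GR-EGFP nuclear translocation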
Ins promoter up – MIN6 insulin promoter up-regulation; z-score at 5 µM; hit rate 0.3% among 190,000; MIN6 insulin promoter-GFP reporter, high-content imaging; active compounds read high;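 active = z-score above 3 at 5 µM with at least 500 cells counted in the well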
Lipid droplet – modulators of hepatic lipid droplet formation | AML12 mouse hepatocytes, oleate lipid droplets, BODIPY imaging | inhibition, % at 6.5 µM | hit rate 0.4% among 240,000 | AID 1656;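 active = lipid droplet intensity inhibited by at least 50%, with more than 500 cells counted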
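Assay system: AML12 mouse liver cells | Compound dosing: One dose, 6.5 µM compound | Read-out basis: Droplet intensity reduction, % inhibition | Measured by: Fluorescence imaging, 20x objective, two fields per well | Schedule: Overnight treatment with compound plus oleate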
CSM14.1 death rescue – rescue of cells from ER stress-induced death, primary screen, 384-well, CSM14.1, thapsigargin, ATP luminescence (AID 1222); 190,000 tested, under 10 active; cellular ATP content (survival), % at 20 µM; hits with a dose series show EC50 in µM; CSM14.1 thapsigargin-induced death rescue, ATP luminescence; higher % means a stronger effect;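 active = EC50 below 50 µM in the dose-response confirmation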;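 note: death triggered by thapsigargin at about 15 µM added after 2 h compound pretreatment; cell ATP read after overnight thapsigargin exposure of roughly 18 to 22 hours; normalized against plate controls of thapsigargin alone and 5% DMSO vehicle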
P. falciparum M17LAP – P. falciparum M17LAP inhibitors, primary screen, biochemical, fluorogenic H-Leu-NHMec substrate, 1536-well (AID 1619); recombinant M17LAP, H-Leu-NHMec fluorogenic kinetic assay; higher % means a stronger effect; one-dose inhibition, % at 30 µM; IC50 in µM for titrated hits; hit rate 0.38% among 220,000;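 active = compound inhibiting the enzyme by more than half at any dose during confirmatory dose-response retesting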;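 note: plate controls were full reaction with DMSO carrier for no effect and no enzyme background for full effect; strong numbers were not always called active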
Autophagy mod – alters autophagy in cells; MEF GFP-LC3 puncta imaging; test concentration mostly 10 µM; hit rate 0.98% among 190,000; calls only at 10 µM (by protocol);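 active = percentage of spot-positive cells more than 3 SD above its plate mean, without a fluorescence outlier flag or 80% toxicity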;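 note: spot-positive cell cutoff set from DMSO-treated cells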
Yfh1-off respiration – mitochondrial function rescue without frataxin homolog – Friedreich's ataxia, plus single-dose screen, dose response (AID 1465); hit rate 0.074% among 220,000; S. cerevisiae Yfh1-off respiration, WST-1 reduction, 72 h; higher fold induction means a stronger effect; fold induction at 50 µM, or EC50 in µM where a hit was titrated;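 active = fold induction of absorbance versus untreated yeast above a set limit, then at least 30% activation at any dose in follow-up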;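 note: activators that raise dye reduction in frataxin-depleted yeast; strong numbers were not always called active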
M1AAP inhibition – malaria alanyl aminopeptidase activity blockers – biochemical, fluorogenic H-Leu-NHMec substrate, 1536-well (AID 1445) | inhibition, % at 30 µM, or IC50 in µM where a hit was titrated | hit rate 0.42% among 220,000 | recombinant M1AAP, H-Leu-NHMec fluorogenic kinetic assay; higher % means a stronger effect;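 active = primary inhibition above the hit cutoff, then over 50% inhibition at one or more dose response concentrations, cut at about 23% in these data, passing the limit was not always enough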;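 note: plate controls were DMSO full reaction for no effect and no enzyme background for full effect; strong numbers were not always called active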
Dynein transport cytoplasmic EGFP – recorded beside Dynein transport, whose call it bears; z-score; measured here: cytoplasmic GR-EGFP intensity; active compounds read high
Dynein transport nuclear GR-EGFP – recorded beside Dynein transport, whose call it bears; z-score; measured here: nuclear GR-EGFP intensity;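 lower value marks the stronger effect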
Dynein transport cell count – recorded beside Dynein transport, whose call it bears; z-score; measured here: cell count per field
Ins promoter up cell count – second read-out of Ins promoter up, no call of its own (marks repeat the call); cell count; measured here: cytotoxicity, nuclei count;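 total cells summed across four imaged fields per well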
Lipid droplet cells 6.5 µM – also measured in Lipid droplet; calls as there; cell count; measured here: cell count, cytotoxicity flag;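 cells counted across two imaged fields per well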
MT stabilizer Hoechst-high % – further read-out of MT stabilizer, marked with its call; % Hoechst-high responders; measured here: nuclear condensation Hoechst responders;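 share of cells brighter than vehicle mean plus two SD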
MT stabilizer cytotoxicity % – further read-out of MT stabilizer, marked with its call; toxicity, %; measured here: cytotoxicity by cell density;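 0% = mean cell density of plate MIN control wells and 100% = no cells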
Autophagy mod cell loss 18 h – further read-out of Autophagy mod, marked with its call; toxicity, %; measured here: cell loss, nuclei count;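 cell loss after 18 h compound exposure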
* marks the source's active call; other numbers are inactive results; i = inactive; · = not tested or not shown.

structure	MT stabilizer	MT stabilizer Hoechst-high %	MT stabilizer cytotoxicity %	Dynein transport	Dynein transport cytoplasmic EGFP	Dynein transport nuclear GR-EGFP	Dynein transport cell count	Ins promoter up	Ins promoter up cell count	Lipid droplet	Lipid droplet cells 6.5 µM	CSM14.1 death rescue	P. falciparum M17LAP	Autophagy mod	Autophagy mod cell loss 18 h	Yfh1-off respiration	M1AAP inhibition
CC(=O)c1cnc(Nc2ccccc2)s1	2.6	1.3	5.2	1	0.044	0.97	-1	-0.2	924	17	790	8.0%	43%	i	5	i	18%
Cn1c(N)c(C(=O)COC(=O)C2CCC(C(C)(C)C)CC2)c(=O)n(C)c1=O (centres undefined)	1.9	1.5	4.5	0.51	-0.13	0.14	0.17	1.4	768	0	694	-0.1%	-5%	i	-4	i	1%
CCOc1ccc(-c2cc(N)n(S(=O)(=O)c3cccc4nsnc34)n2)cc1	·	·	·	0.24	-0.19	0.61	0.66	0.01	1003	·	·	·	-5%	·	·	i	2%
Cc1nnc(SCC(=O)NCc2ccccc2)s1	2.1	1.6	0.8	-0.6	-0.23	-0.88	-0.21	0	1360	1	780	0.8%	9%	i	4	i	10%
O=C(CCC1CCCCC1)N1CCN(Cc2ccc3c(c2)OCO3)CC1	1.6	2.1	6.3	0.96	-0.25	0.78	-0.28	-0.25	1808	-6	664	1.9%	0%	i	5	i	3%
COc1ccc(N(C)S(=O)(=O)c2cccc3nsnc23)cc1	1.5	1.6	4.9	-0.56	-0.24	-0.39	0.61	-0.92	1395	4	673	-6.3%	8%	i	-9	i	13%
CCc1ccc(NS(=O)(=O)c2ccc(OC)c(C)c2)cc1	2.5	1.4	7.6	0.62	-0.25	0.025	0.58	·	·	1	789	0.0%	-2%	i	-1	i	9%
CC(=O)N(c1cccc(C(F)(F)F)c1)c1nc(/C=C/C(=O)O)cs1	·	·	·	0.78	-0.79	0.23	-0.79	0.4	1021	9	659	·	·	·	·	i	·
Cc1ccc(C)c(NC(=O)c2cc3c([nH]c4ccccc43)c(C)n2)c1	2.7	1.7	9.5	-0.73	-0.15	0.13	1	0.6	1300	·	·	-0.3%	-3%	i	-20	i	1%
O=C(Cn1nnc(-c2ccncc2)n1)NCCc1ccccc1	2.0	1.6	6.9	-0.27	-0.22	-0.3	0.52	1	1284	2	739	-4.1%	-6%	i	-4	i	0%
CC12CCCCC1N(O)C(=O)C(=O)N2O (centres undefined)	1.6	3.4	5.0	-0.18	-0.25	-0.34	0.66	·	·	-11	564	1.9%	3%	i	-10	i	-8%
O=C(NC(Cc1ccccc1)C(=O)O)/C(=C\c1ccccc1F)NC(=O)c1ccccc1 (centres undefined)	3.6	1.2	6.8	-0.29	-0.32	0.031	1.1	-0.11	1479	0	697	1.5%	32%	i	13	i	2%
Cc1ccc(NC(=S)Nc2ccc(OC(F)F)c(Cl)c2)cc1F	4.6	3.6	5.2	0.4	-0.31	0.4	-0.46	-0.15	1216	-10	672	-12%	-4%	i	-4	i	-2%
COc1ccc(S(=O)(=O)N(C)CC(=O)Nc2ccccc2SC)cc1	2.6	1.1	0.3	0.74	-0.25	0.79	1.7	1.5	1190	-15	725	-0.8%	10%	i	-4	i	9%
Cc1cccc(C2c3[nH]c4ccccc4c3CCN2C(=O)c2cc(-c3cccn3C)n[nH]2)n1 (centres undefined)	1.6	1.4	1.7	-0.027	-0.13	-0.12	-0.19	-0.48	1451	34	704	4.7%	-4%	i	1	i	8%

Next results:
structure	MT stabilizer	MT stabilizer Hoechst-high %	MT stabilizer cytotoxicity %	Dynein transport	Dynein transport cytoplasmic EGFP	Dynein transport nuclear GR-EGFP	Dynein transport cell count	Ins promoter up	Ins promoter up cell count	Lipid droplet	Lipid droplet cells 6.5 µM	CSM14.1 death rescue	P. falciparum M17LAP	Autophagy mod	Autophagy mod cell loss 18 h	Yfh1-off respiration	M1AAP inhibition
COc1ccc(C(=O)CC2OC(=O)c3c2ccc(OC)c3OC)cc1 (centres undefined)	1.2	1.8	7.8	-1	-0.39	-0.52	1.6	·	·	14	776	-0.3%	9%	i	-1	i	2%
N#CC1=C2SCN(c3ccccc3)CN2C(=O)CC1c1cccs1 (centres undefined)	5.9	2.6	3.0	-0.028	-0.14	0.26	-0.44	·	·	·	·	-1.0%	-12%	i	-1	i	18%
CCOc1ccc(NC(=O)CSc2nc(N)c(-c3ccccc3)c(=O)[nH]2)cc1	1.8	2.1	0.4	-0.43	-0.22	-0.83	0.45	0.09	1769	-15	663	-0.5%	5.7µM*	i	6	i	3%
O=c1n(-c2ccc(Br)cc2)cnn1-c1ncccc1[N+](=O)[O-]	2.9	1.8	4.7	0.12	-0.28	0.1	-0.012	-0.82	1456	-1	708	-1.2%	1%	i	-33	i	5%
Cn1cccc1C(=O)NS(=O)(=O)c1ccccc1Cl	5.0	1.6	3.9	0.5	-0.26	-0.37	1.3	·	·	9	793	-3.3%	2%	i	10	i	6%
CCCCN(CC)S(=O)(=O)N1CCC(C(=O)NCc2ccc(F)cc2)CC1	3.4	2.0	5.1	2.2	0.092	1.4	-1.6	-0.05	1726	-7	658	-4.8%	0%	i	-5	i	3%
O=C(CCS(=O)(=O)c1ccccc1)Nc1nc(-c2ccc(F)cc2)cs1	·	·	·	0.95	-0.24	1	-1.7	·	·	15	736	·	7%	·	·	i	2%
Cc1occc(=O)c1OCc1c(F)cccc1Cl	4.2	3.3	8.1	1.1	-0.15	0.8	-0.39	-0.15	1284	·	·	-0.3%	-6%	i	-4	i	-3%
CN(C)/C=C1\C(=O)Nc2ccccc21	1.5	1.1	6.3	-0.00022	-0.034	-0.1	-0.14	0.38	871	-2	758	2.8%	27%	i	2	i	15%
Cc1nn(-c2ccccc2)c(Cl)c1/C=N/Nc1ccc(Cl)c(C(=O)O)c1	4.8	2.5	6.2	-0.74	-0.31	-0.51	0.78	·	·	7	657	-2.3%	63%	i	-3	i	8%
COc1ccc(Cc2nnc(Nc3ccc4c(c3)OCCO4)[nH]c2=O)cc1	9.2	12	15	0.039	-0.28	-0.064	0.57	-0.09	1220	-1	661	0.1%	1%	i	-3	i	-1%
CCOCCCn1c(SCC(=O)NCc2ccc3c(c2)OCO3)nc2ccccc2c1=O	2.7	1.2	14	0.89	-0.24	0.63	-0.8	-0.67	1204	4	650	3.1%	-2%	i	-4	i	8%
COc1ccc(NC(=O)c2cncc(Br)c2)c(S(=O)(=O)N2CCOCC2)c1	1.4	2.0	9.4	0.23	1.7	0.23	0.71	0.58	1305	·	·	-2.3%	13%	i	0	i	22%
NC(=O)c1oc2ccccc2c1NC(=O)C1COc2ccccc2O1 (centres undefined)	2.0	1.5	8.3	-0.02	-0.35	0.19	1.2	0.49	1526	-3	730	0.3%	-11%	i	-7	i	3%
CCOC(=O)C1=C(O)CSC1=Nc1cccc(Cl)c1	1.8	2.5	2.3	3.2	-0.1	1.3	-1.3	0.24	1075	·	·	0.6%	4%	i	0	i	4%
Cc1[nH]c(=O)cc2ccccc12	5.2	3.3	9.2	-0.22	-0.21	0.2	-0.2	-0.26	1152	·	·	-1.2%	-3%	i	-2	i	3%
CCOc1ccc(NCC(=O)c2ccc(C)cc2)cc1	5.4	1.7	7.8	-0.27	-0.29	-0.034	0.68	0.08	1152	18	738	0.4%	3%	i	3	i	5%

Shown with two lines to a compound: 2 of the compounds above
Second line of a record: MT stabilizer, MT stabilizer Hoechst-high %, MT stabilizer cytotoxicity %, Dynein transport, Dynein transport cytoplasmic EGFP, Dynein transport nuclear GR-EGFP, Dynein transport cell count, Ins promoter up, Ins promoter up cell count, Lipid droplet, Lipid droplet cells 6.5 µM, CSM14.1 death rescue, P. falciparum M17LAP, Autophagy mod, Autophagy mod cell loss 18 h, Yfh1-off respiration, M1AAP inhibition
CCOC(=O)C1=C(O)CSC1=Nc1cccc(Cl)c1
 : 1.8, 2.5, 2.3, 3.2, -0.1, 1.3, -1.3, 0.24, 1075, ·, ·, 0.6%, 4%, i, 0, i, 4%
Cc1[nH]c(=O)cc2ccccc12
 : 5.2, 3.3, 9.2, -0.22, -0.21, 0.2, -0.2, -0.26, 1152, ·, ·, -1.2%, -3%, i, -2, i, 3%
